PglD DTNB – inhibitors of Campylobacter jejuni PglD acetyltransferase; actives 0.098% (n = 360,000); purified PglD enzyme, DTNB colorimetric CoA detection; AID 602405; inhibition, % at 12.5 µM; in the data active = inhibition above about 16%, passing the limit was not always enough; also: strong numbers were not always called active
S100A4 inh HTS – S100A4-myosin IIA interaction inhibition; P26447; S100A4/TAMRA-MyoIIA peptide fluorescence polarization; inhibition, % at 10.7 µM; actives 0.14% (n = 360,000); AID 652163;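 active = mean inhibition of at least 70% across replicates, with every replicate also reaching that level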
Target sequence (P26447 whole entry, looked up): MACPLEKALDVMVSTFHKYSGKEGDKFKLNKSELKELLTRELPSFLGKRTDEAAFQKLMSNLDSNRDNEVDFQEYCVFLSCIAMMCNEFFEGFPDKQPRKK
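Material: S100A4 monomer (human). Medium: Calcium-containing HEPES buffer, pH 7.2. Probe or stimulus: labelled myosin peptide probe, 5 nM. Compound dosing: one concentration per compound. Timing: polarization read 5 min after assay mix addition, stable 5–60 min. Benchmarks: DMSO as neutral control, TFP as positive control.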
FN deposition inh – fibronectin deposition inhibition | AH1F fibroblasts, Alexa488-fibronectin deposition fluorescence, overnight | inhibition, % at 12.6 µM | actives 0.086% (n = 350,000) | AID 743247;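 active = mean inhibition across replicates of 30% or more, regardless of how many single replicates reach that level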;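 also: positive control wells lacked labelled fibronectin entirely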
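Measured by – fluorescence 485/525 nm · System – AH1F fibroblast monolayer, labelled fibronectin deposition · Amount – 10000 cells per well · Buffer or medium – serum-reduced DMEM (2% serum) · Doses – single dose, pinned · Also added – fluorescent fibronectin at 24 nM final · Schedule – 1 h cell attachment, overnight exposure to compound and label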
LGR2 inh – Drosophila LGR2 receptor signaling inhibition; HEK293 LGR2, CRE-luciferase, bursicon-stimulated, 4 h; inhibition, % at 9.99 µM; actives 0.35% (n = 380,000);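 active = drop in luminescence signal, shown as inhibition above about 50% in the replicate tests, limit read from the data, passing the limit was not always enough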;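 also: agonist challenge used bursicon conditioned medium at about half maximal strength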
EWS-Fli inh – inhibitors of EWS/Fli oncoprotein transcriptional activity | A673 NR0B1-luciferase reporter, viability-normalised | inhibition, % at 12.6 µM | actives 0.67% (n = 350,000);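 active = mean inhibition of at least 50% after viability correction, with every replicate also passing that limit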;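 also: firefly luciferase signal divided by Alamar Blue viability fluorescence both relative to DMSO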
PAX8 inh HTS – PAX8 transcriptional activity inhibition; RMG-I TPO-luciferase reporter, SteadyGlo, 24 h; inhibition, % at 12.6 µM; actives 1.2% (n = 360,000);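 active = mean replicate inhibition at least 60% with every replicate also reaching 60%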;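 also: luciferase light reporting Pax8 driven TPO promoter activity; plate controls were median of neutral control wells for no effect and mitoxantrone controls for full effect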
ERAP1 inh – blocks human ERAP1 aminopeptidase activity. inhibition, % at 10.7 µM. AID 652197. recombinant ERAP1, Leu-AMC fluorescence, 60 min. actives 0.15% (n = 340,000);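 active = mean replicate inhibition of at least 30%, or all replicates individually reaching that 30% level; inactive = mean below 30% and not every replicate reaching it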;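 also: 0% = neutral control wells and 100% = L-leucinethiol positive control wells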
Target sequence (Q9NZ08 whole entry, looked up): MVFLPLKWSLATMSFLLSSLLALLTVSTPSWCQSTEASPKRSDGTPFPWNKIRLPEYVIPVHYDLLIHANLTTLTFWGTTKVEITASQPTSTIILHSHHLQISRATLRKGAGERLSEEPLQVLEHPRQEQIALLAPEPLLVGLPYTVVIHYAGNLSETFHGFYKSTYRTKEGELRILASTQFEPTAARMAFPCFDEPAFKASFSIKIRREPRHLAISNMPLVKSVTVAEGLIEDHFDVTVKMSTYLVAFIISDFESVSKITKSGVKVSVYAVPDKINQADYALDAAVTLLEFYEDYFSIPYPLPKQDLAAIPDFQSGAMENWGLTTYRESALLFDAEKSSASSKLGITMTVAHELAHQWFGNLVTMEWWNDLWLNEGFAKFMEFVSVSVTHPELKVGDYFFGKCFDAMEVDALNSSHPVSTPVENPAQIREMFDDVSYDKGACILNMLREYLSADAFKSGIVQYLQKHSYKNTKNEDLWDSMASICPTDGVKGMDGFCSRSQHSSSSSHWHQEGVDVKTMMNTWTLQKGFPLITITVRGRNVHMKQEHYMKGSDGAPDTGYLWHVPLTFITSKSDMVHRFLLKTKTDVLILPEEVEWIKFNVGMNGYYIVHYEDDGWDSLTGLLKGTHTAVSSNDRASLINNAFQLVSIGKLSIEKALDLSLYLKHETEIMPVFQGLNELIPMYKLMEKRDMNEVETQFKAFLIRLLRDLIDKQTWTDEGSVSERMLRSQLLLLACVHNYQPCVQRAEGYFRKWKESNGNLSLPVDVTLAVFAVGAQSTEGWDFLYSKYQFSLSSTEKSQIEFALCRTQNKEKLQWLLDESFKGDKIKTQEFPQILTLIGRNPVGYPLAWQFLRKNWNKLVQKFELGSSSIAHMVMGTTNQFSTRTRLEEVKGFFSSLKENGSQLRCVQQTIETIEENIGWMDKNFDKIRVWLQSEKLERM
PGC1a acetyl inh – lowers PGC1a acetylation signal in U2OS cells; actives 0.17% (n = 350,000); inhibition, % at 15.6 µM; AlphaScreen anti-acetyl-lysine; with virally co-expressed GCN5 acetyltransferase;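 active = every replicate shows inhibition of at least 40%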;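 also: 0% = neutral control wells and 100% = positive control wells; some results beyond the cut were filed as inactive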
Starred values were filed as active, the others as inactive; nt = not tested or not shown; & = joins results of further samples.

no. | smiles | PAX8 inh HTS | PGC1a acetyl inh | LGR2 inh | PglD DTNB | FN deposition inh | S100A4 inh HTS | EWS-Fli inh | ERAP1 inh
1 | COc1cccc(C#Cc2cnc3c(c2)C(=O)N([C@@H](C)CO)C[C@@H](C)[C@H](CN(C)C(=O)C2CCCCC2)O3)c1 | 72 | -5 | 5 | -1 | nt | -6 | 33 | -2
2 | COC(=O)[C@@H]1C[C@H]2CC[C@H](O)C[C@H]2N1Cc1ccc(C)s1 | -4 | 5 | -5 | 7 | -2 | -6 | -8 | nt
3 | COc1cc(C)c(Br)cc1S(=O)(=O)NCc1cccs1 | -21 | 2 | -3 | 6 | 1 | 0 | nt | -1
4 | Cc1cc2[nH]c(=O)c(=O)[nH]c2cc1S(=O)(=O)N(C)C1CCCCC1 | 0 | -7 | -4 | 2 | 7 | 0 | -4 | 3
5 | O=C(CSc1nncs1)Nc1nccs1 | 0 | 7 | 3 | -9 | 1 | -5 | -2 | -6
6 | CCCNC(=O)C[C@H]1CC[C@H]2[C@H](COc3ccc(NC(=O)NCC)cc3C(=O)N2C)O1 | 4 | -6 | -9 | 0 | -9 | -2 | 5 | 1
7 | COCc1cc(C(C)=O)ccc1OCC(=O)Nc1ccc(NC(C)=O)cc1 | 14 | nt | 12 | nt | 4 | 14 | 3 | 3
8 | c1ccc2c(-n3cnnn3)cccc2c1 | 0 | 24 | nt | -3 | 2 | nt | nt | nt
9 | O=C(Nc1cccc(Cl)c1)c1csc([C@@H]2O[C@H](CO)[C@H](O)[C@H](O)[C@H]2O)n1 | 4 | 7 | 3 | 0 | -2 | 0 | -1 | 1
10 | Cc1ccc(S(=O)(=O)N2CCC(C(N)=O)CC2)c(C)c1C | nt | 3 | -2 | 0 | nt | 3 | 8 | 0
11 | CC(OC(=O)CCN1C(=O)C2CC=CCC2C1=O)C(=O)Nc1cccc(C#N)c1 (stereo unspecified) | -1 | 6 | -11 | nt | 3 | 1 | -2 | -2
12 | Cc1nc(NC(=O)CN2CCN(c3ccccc3F)CC2)sc1C(=O)N(C)C | -12 | -48 | 7 | 0 | 2 | -2 | -3 | 1
13 | CCc1ccc2[nH]c(C(=O)Nc3ccc(C)c(F)c3)cc2c1 | -77 | nt | -31 | 7 | -3 | -29 | -65 | 5
14 | C[C@H]1CN([C@@H](C)CO)C(=O)c2cc(-c3cncnc3)cnc2O[C@H]1CN(C)C(=O)c1cccc(F)c1 | nt | 4 | 3 | -4 | nt | 0 | -10 | 6
15 | O=c1oc2ccccc2cc1-c1ccc(O)cc1 | -149 | nt | nt | nt | 2 | -7 | -48 | 11
16 | O=C(CSc1ccccc1)Nc1ccc2c(c1)C(=O)NC2=O | -8 | -6 | -9 | -1 | -7 | -21 | nt | -1
17 | Cc1ccccc1OCC(=O)N/N=C1\CCOc2c(C)cccc21 | nt | nt | -42 | nt | nt | -7 | -24 | 2
18 | CC(C)(C)OC(=O)C[C@H]1C/C=C\C[C@@H](CC(=O)N(CCO)Cc2ccccc2)C(=O)N2CCC[C@@H]2COC1=O | -17 | -9 | 7 | 10 | -7 | -1 | -33 | -1
19 | COc1ccc(NC(=O)Nc2cccc3c2O[C@@H](CN(C)Cc2ccc(C(F)(F)F)cc2)[C@H](C)CN([C@H](C)CO)C3=O)cc1 | nt | 4 | -4 | -2 | nt | -3 | 2 | 0
20 | Cc1noc(C)c1NC(=O)N(C)C[C@@H]1Oc2c(NS(=O)(=O)c3cn(C)cn3)cccc2C(=O)N([C@H](C)CO)C[C@@H]1C | nt | -4 | -6 | 3 | -12 | -22 | -10 | 0
21 | CCc1nc2ccc(C(=O)N(CC)CCN(C)C)cn2c1N(CC)C(=O)NCCc1ccccc1 | -36 | nt | -16 | 3 | -3 | 1 | -13 | -4
22 | CSCCC(NC(=O)c1ccccc1)C(=O)N1CCN(C(c2ccccc2)c2ccccc2)CC1 (stereo unspecified) | -6 | nt | 15 | -2 | 2 | -3 | 21 | 1
23 | COCc1nnc(NC(=O)c2cccs2)s1 | -3 | 0 | nt | -8 | -4 | nt | nt | nt
24 | Cc1cc(C)n2nc(CC(=O)NC3CCCCCCC3)nc2n1 | nt | 11 | nt | 3 | nt | -2 | -2 | 2
25 | CCS(=O)(=O)N1Cc2cc(C(=O)NCC3CC3)nc(-c3cccc(-c4cccnc4)c3)c2[C@H]1CCO | 18 | -19 | 6 | nt | 10 | 2 | 2 | -5
26 | CCCNC(=O)N1CCC2(CC1)CN(Cc1ccccn1)[C@H](CO)c1c2c2ccc(OC)cc2n1C | -2 | -21 | 6 | nt | -4 | 3 | 14 | -3
27 | CC1(C)CC(=O)CC(C2(O)C(=O)N(Cc3ccccc3)c3ccccc32)O1 (stereo unspecified) | 3 | 10 | 0 | 4 | 7 | -1 | 34 | -2
28 | O=C(C[n+]1cn(C(F)F)c2ccccc21)c1ccc(Br)cc1 | -8 | 2 | -11 | nt | -6 | -1 | 0 | -2
29 | CN1C(=O)C(C)(C)c2cc(S(=O)(=O)N3CCCC(C(=O)Nc4ccc(Cl)cc4)C3)ccc21 (stereo unspecified) | 40 | -4 | -3 | 2 | -2 | -2 | 12 | nt
30 | CCOC(=O)C1=CNS(=O)(=O)NC1CCc1ccccc1 (stereo unspecified) | -13 | nt | -3 | -1 | -9 | -1 | 0 | 1
31 | COc1ccc(CC(=O)NCc2ccccc2)cc1 | 21 | -2 | -7 | 3 | 22 | -9 | 24 | 5
32 | COc1ccc(Cl)cc1NS(=O)(=O)c1cccc(C(=O)NCC(c2ccco2)N(C)C)c1 (stereo unspecified) | -2 | nt | -6 | -3 | 4 | -3 | nt | 2
33 | O=[N+]([O-])c1ccccc1S(=O)(=O)N1CCSCC1 | 1 | 4 | 17 | 0 | -2 | -3 | -1 | 1
34 | C[C@H](CO)N1C[C@H](C)[C@H](CN(C)Cc2cccc(C(=O)O)c2)Oc2ncc(C#CCc3ccccc3)cc2C1=O | 12 | 2 | -6 | -2 | nt | 9 | -2 | 1
35 | Cc1cc(=O)nc2c3ccccc3n(C(C)C(=O)NCCC(C)C)n12 (stereo unspecified) | 10 | 3 | -13 | 1 | -2 | 8 | -1 | 1
36 | O=C(CNC(=O)C12CC3CC(CC(C3)C1)C2)OCC(=O)N1CCCCC1 | -16 | nt | -5 | 6 | nt | -1 | -1 | -1

Shown with two lines to a compound: part of the list above.
Results follow in this order: PAX8 inh HTS | PGC1a acetyl inh | LGR2 inh | PglD DTNB | FN deposition inh | S100A4 inh HTS | EWS-Fli inh | ERAP1 inh
6) CCCNC(=O)C[C@H]1CC[C@H]2[C@H](COc3ccc(NC(=O)NCC)cc3C(=O)N2C)O1
    4 | -6 | -9 | 0 | -9 | -2 | 5 | 1
7) COCc1cc(C(C)=O)ccc1OCC(=O)Nc1ccc(NC(C)=O)cc1
    14 | nt | 12 | nt | 4 | 14 | 3 | 3
3) COc1cc(C)c(Br)cc1S(=O)(=O)NCc1cccs1
    -21 | 2 | -3 | 6 | 1 | 0 | nt | -1

Going on with the list:
no. | smiles | PAX8 inh HTS | PGC1a acetyl inh | LGR2 inh | PglD DTNB | FN deposition inh | S100A4 inh HTS | EWS-Fli inh | ERAP1 inh
37 | Cc1[nH]ccc(=O)c1Cc1c(Cl)cccc1Cl | 18 | nt | 11 | -2 | -13 | -14 | -5 | -1
38 | COc1cccc(-c2cc(C(=O)N3CCN(C(=O)c4ccco4)CC3)on2)c1 | 17 | 3 | -26 | -1 | 12 | 0 | nt | 3
39 | O=C(CCNC(=O)c1ccccc1Cl)NN1C(=O)NC2(CCCCC2)C1=O | -11 | 6 | 1 | -5 | -3 | -10 | -5 | 2
40 | CCc1nnc(NC(=O)CSc2ccc(Cl)cc2)s1 | -5 | 14 | 9 | 10 | -7 | 61 | 2 | 17
41 | COCCNC(=S)NN(c1ccccc1)c1ccccc1 | 10 | nt | -9 | nt | -3 | -3 | 4 | 1
42 | Cn1c(SCC(=O)N2CCN(S(=O)(=O)c3ccc(Cl)cc3)CC2)nc2ccccc21 | 9 | -8 | nt | -5 | 2 | nt | nt | nt
43 | O=C(CSc1nnc(CNC(=O)c2ccccc2)o1)NCc1ccc2c(c1)OCO2 | nt | -2 | 7 | 0 | 3 | 2 | 6 | -1
44 | COc1ccc(NC(=O)Nc2ccc3c(c2)C(=O)N([C@H](C)CO)C[C@@H](C)[C@@H](CN(C)Cc2ccc(C(F)(F)F)cc2)O3)cc1 | 42 | -9 | 0 | 0 | nt | -5 | -1 | 2
45 | COc1ccc(C2CCCCCN2C(=O)C2CCN(S(=O)(=O)c3ccc(C)cc3)CC2)cc1 (stereo unspecified) | -4 | nt | 7 | -8 | 5 | -9 | 5 | 0
46 | CN1C(=O)c2cc(NC(=O)C3CC3)ccc2OC[C@H]2O[C@H](CC(=O)NCc3ccccc3F)CC[C@@H]21 | -26 | 3 | 20 | 2 | -7 | -4 | 5 | -1
47 | CC(C)c1cc(N=O)cc(C(C)C)c1O | 2 | nt | nt | nt | -8 | -1 | -5 | -2
48 | CC(C)[C@H](NC(=O)C1CC(=O)N(c2ccc3c(c2)OCO3)C1)C(=O)NC1CCCC1 (stereo partly specified) | -8 | 4 | 6 | 1 | 7 | 0 | -3 | 5
49 | COc1cccc(NC(=O)CN(C)C(=O)c2c(-c3c(F)cccc3Cl)noc2C)c1 | 1 | -7 | -9 | 3 | -2 | -3 | -4 | -1
50 | COc1ccccc1NC(=O)N[C@@H]1CC[C@@H](CC(=O)N[C@H](C)c2ccccc2)O[C@@H]1CO | -5 | -5 | 4 | -2 | 7 | -1 | 0 | -2
51 | O=C(NC1CCN(Cc2ccccc2)CC1)c1cc(S(=O)(=O)N2CCOCC2)ccc1Cl | -3 | 0 | -2 | 2 | 11 | -14 | 6 | 3
52 | Cc1noc(C)c1CSCC(=O)N(CC(C)C)c1c(N)n(Cc2ccccc2)c(=O)[nH]c1=O | 12 | nt | -1 | nt | -6 | -12 | -1 | 2
53 | CC(C)NC(=O)N(C)C[C@@H]1Oc2ccc(NC(=O)Cc3ccccc3)cc2CC(=O)N([C@@H](C)CO)C[C@@H]1C | -3 | -2 | -13 | -3 | 6 | 0 | -1 | -2
54 | O=C(c1ccccn1)N1CC2(C1)[C@H](c1ccccc1)[C@@H](CO)N2C(=O)C1CCCC1 | nt | -15 | -8 | nt | -10 | 20 | -1 | -1
55 | COc1ccc(C(CNC(=O)COc2ccc(F)cc2Cl)N2CCOCC2)cc1 (stereo unspecified) | 2 | nt | 3 | nt | -7 | -2 | 0 | -3
56 | CSCC[C@H](NC(=O)c1cccs1)C(=O)N1CCC2(CC1)NCCc1[nH]cnc12 | -4 | 11 | 8 | 0 | -2 | 0 | -3 | -3
57 | O=C(C1=C[C@@H](c2ccccc2)C[C@@H](OCCCCO)O1)N1CCN(Cc2ccc3c(c2)OCO3)CC1 | 22&9 | 2&3 | 2 | -3 | -5 | -2&2 | -7&5 | 1&-3
58 | O=C(C[n+]1ccc(C(=O)c2ccccc2)cc1)Nc1ccccc1OC(F)F | nt | -7 | -9 | 0 | 3 | -4 | 3 | 5
59 | NS(=O)(=O)c1ccc2nc(NC(=O)C3=COCCO3)sc2c1 | -52 | -11 | -5 | 2 | 3 | 15 | -1 | -3
60 | Cc1onc(-c2c(F)cccc2Cl)c1-c1nnc(-c2ccc(C(F)(F)F)cc2)o1 | -12 | 6 | 17 | -2 | 2 | -4 | 13 | 7
61 | Cc1ccc(S(=O)(=O)NC(=O)Nn2c(C)nnc2C)cc1 | -4 | 4 | nt | -3 | -7 | nt | nt | nt
62 | CCC1CCCCN1CCNC(=O)C1CCN(S(=O)(=O)c2c(C)noc2C)CC1 (stereo unspecified) | 21 | 7 | nt | -1 | 0 | nt | nt | nt
63 | O=C(NC1CCCc2ccccc21)C1CCN(S(=O)(=O)c2ccccc2)CC1 (stereo unspecified) | 19 | nt | 10 | -1 | 2 | nt | nt | nt

Random draw from the library. Share with any hit: about 2.1%.
